# Wee1 stabilizer: Wee1 degradation inhibitors, primary screen, cell-based, HeLa, Wee1K328M-luciferase, luminescence | HeLa Luc-Wee1K328M stability; 100% = proteasome inhibitor MG132 effect | reporter increase, % at 5 µM | hit rate 1.2% among 220,000 | AID 1321, 2008;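 active = activation above the mean of all tested compounds plus 3 SD, set per screening run, cut at about 8.8% in these data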;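 also: cells exposed to compound for 20 h before luminescence read; 0% = DMSO alone and 100% = MG132 at 30 µM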
# RBBP9 inh: human RBBP9 inhibitors, primary screen, biochemical, fluorescence polarization, FP-Rh probe, HTS. hit rate 0.2% among 220,000. recombinant RBBP9. inhibition, % at 7.94 µM;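 active = inhibition above the campaign mean of all tested compounds plus 3 SD, cut at about 14% in these data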;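 also: plate controls were DMSO wells with RBBP9 for no effect and wells lacking RBBP9 protein for full effect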
# Target sequence (O75884 whole entry, looked up): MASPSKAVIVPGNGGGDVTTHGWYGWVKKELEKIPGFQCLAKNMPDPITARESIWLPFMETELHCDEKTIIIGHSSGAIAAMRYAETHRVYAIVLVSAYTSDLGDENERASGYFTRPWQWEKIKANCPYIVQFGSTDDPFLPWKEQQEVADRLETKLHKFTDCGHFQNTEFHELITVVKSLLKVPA
#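 Material: RBBP9 protein. Amount: RBBP9 at 2.5 µM in dispensed solution, before mixing. Schedule: 30 min then 45 min, 25 °C. Medium: Tris buffer pH 8.0, NaCl, Pluronic. Measured by: fluorescence polarization. Measure: percent inhibition from mP, scaled between DMSO and no-protein wells. Replication: one well per compound.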
# Ba/F3 V617F tox: reduced viability of JAK2V617F-dependent Ba/F3 cells, primary screen, JAK2V617F inhibitor project, cell-based, Ba/F3 EpoR-JAK2V617F, luminescence; inhibition, % at 5.6 µM; hit rate 1.1% among 220,000; ATP luminescence;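 active = inhibition above the campaign mean plus 3 SD over all tested compounds, cut at about 24% in these data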;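 also: cytokine-independent growth of Ba/F3 cells driven by EpoR plus mutant JAK2; 0% = DMSO-treated cells and 100% = JAK inhibitor I control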
# BaF3 tox: parental Ba/F3 cell viability inhibition, counter-screen for JAK2V617F inhibitor project, murine pro-B, CellTiter-Glo luminescence. CellTiter-Glo ATP luminescence. inhibition, % at 5.6 µM. hit rate 1.1% among 220,000. AID 1486, 2009;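 active = inhibition above a per-campaign cutoff, the mean inhibition of all tested compounds plus 3 SD, cut at about 27% in these data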;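 also: 0% = DMSO wells and 100% = JAK Inhibitor I control wells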
# TRPML3 ag: human TRPML3 channel agonists, primary screen, cell-based, HEK293 TRPML3-YFP, Fluo-8 calcium fluorescence, 3 µM. Mucolipin-3 (Homo sapiens), Q8TDD5. 100% = the carbachol control signal. activation, % at 3 µM. hit rate 0.29% among 220,000. AID 1448, 2008;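 active = activation above its plate's cutoff, the mean activation of the plate's test wells plus 3 SD, cut at about 12% in these data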;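 also: 0% = DMSO only wells and 100% = carbachol wells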
# Target sequence (Q8TDD5 whole entry, looked up): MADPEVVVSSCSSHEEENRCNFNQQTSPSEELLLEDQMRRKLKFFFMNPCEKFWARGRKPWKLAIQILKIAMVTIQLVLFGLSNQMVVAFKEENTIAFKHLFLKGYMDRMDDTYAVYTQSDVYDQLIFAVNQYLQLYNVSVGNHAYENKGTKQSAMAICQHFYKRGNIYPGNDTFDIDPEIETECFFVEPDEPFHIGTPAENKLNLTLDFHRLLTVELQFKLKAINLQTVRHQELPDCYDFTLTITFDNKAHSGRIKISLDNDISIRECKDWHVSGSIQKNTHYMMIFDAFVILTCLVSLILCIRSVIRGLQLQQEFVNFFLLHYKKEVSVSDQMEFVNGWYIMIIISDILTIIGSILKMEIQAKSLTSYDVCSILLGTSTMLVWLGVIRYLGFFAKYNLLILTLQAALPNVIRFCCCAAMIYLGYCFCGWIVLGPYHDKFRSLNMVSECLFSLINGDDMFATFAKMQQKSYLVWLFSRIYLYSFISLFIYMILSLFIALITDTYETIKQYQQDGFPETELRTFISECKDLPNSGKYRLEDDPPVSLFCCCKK
#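 Test system – HEK293 line with stable expression of human TRPML3-YFP channel · Control set – carbachol 87 µM final as high control (100%), DMSO as low control (0%) · Signal – Fluo-8 calcium dye fluorescence, ex 470-495, em 515-575 nm · Incubation – 1-h 37 °C dye load, 5-s basal, 120-s post-compound reads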
# PPC-1+TRAIL kill: compounds killing PPC-1 cancer cells with TRAIL present, primary screen, TRAIL potentiator project, ATPLite luminescence, uHTS; hit rate 0.41% among 220,000; AID 1443, 2008; cell killing (% activity), % at 4 µM; PPC-1 cells + TRAIL, ATPLite viability luminescence;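 active = cell killing above 50% in the first pass at 4 µM, then a duplicate retest at 5 µM averaging 50% or more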;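 also: plate controls were cells with TRAIL plus DMSO for no effect and medium-only wells lacking cells for full effect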
# CHOP inh: inhibitors of CHOP promoter induction, primary screen, cell-based, unfolded protein response, luciferase reporter. CHO-K1 CHOP-promoter luciferase, tunicamycin-induced, 15-18 h. inhibition, % at 10 µM. hit rate 3.8% among 220,000. AID 2732, 2010;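 active = compounds that reduced the stress-induced luciferase reporter signal by more than about 70% of percent inhibition, limit read from the data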;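 also: 0% = tunicamycin plus vehicle and 100% = wells without tunicamycin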
# TNF necrop inh: inhibitors of TNF-alpha triggered necroptosis, primary screen, cell-based, Jurkat FADD-/-, single concentration; hit rate 0.068% among 220,000; activation (protection from cell death), % at 10 µM; AID 463075, 2010; Jurkat FADD-/- TNF necroptosis rescue, ATP luminescence, 24 h; 0 = TNF only, 100 = no-TNF cells;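 active = activation, meaning protection from cell death, of at least 50% relative to plate controls; inactive = activation below 50%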;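 also: necroptosis triggered by 40 ng/mL TNF-alpha added together with compound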
# zfTRPN1 agonist: zebrafish TRPN1 channel agonists, primary screen, cell-based, HEK293, calcium fluorescence; transient receptor potential cation channel N1 (TRPN1/NompC), Danio rerio; HEK293 zebrafish TRPN1-YFP, Fluo-8 calcium fluorescence; 100% = response to 87 µM carbachol; activation, % at 3 µM; hit rate 0.18% among 220,000; AID 1424, 2008;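 active = activation above its plate's cutoff, the mean activation of test wells on that plate plus 3 SD, cut at about 19% in these data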;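 also: 0% = DMSO alone and 100% = 87 µM carbachol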
#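 Control set: carbachol 87 µM as high control, DMSO as low control; system: HEK293 stable line with zebrafish TRPN1-YFP; read-out: % activation versus carbachol response; detection: intracellular calcium fluorescence with Fluo-8; doses: single test compound dose, 3 µM nominal, 0.3% DMSO; schedule: dye 1 h 37 °C plus 30 min RT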
# Numbers without * were called inactive; . = not tested or not shown. An excerpt; rates above refer to the full screens.
SMILES,Wee1 stabilizer,RBBP9 inh,Ba/F3 V617F tox,BaF3 tox,TRPML3 ag,PPC-1+TRAIL kill,CHOP inh,TNF necrop inh,zfTRPN1 agonist
Cc1cccc(N2C(=O)/C(=C/c3ccc(CN(CCC#N)S(C)(=O)=O)o3)C(=O)NC2=S)c1,0,1,-2,3,0.3,-21,12,0.6,1.0
c1ccc(C2N3CCCN23)cc1 (stereo not drawn),1,-3,-3,3,0.7,0,20,-1.5,0.5
CCCCc1ncc(CN2CCCC(C(=O)c3ccc(SC)cc3)C2)[nH]1 (stereo not drawn),4,-5,3,10,2.0,19,58,-1.1,3.8
C=Cn1ccnc1P(=S)(c1nccn1C=C)C1CCCCC1,4,6,2,4,-0.2,12,-17,-0.7,-1.6
CCCCC/C=C\C/C=C\C/C=C\C/C=C\CCCC(=O)Nc1ccc(O)cc1,4,1,0,-8,-0.2,14,25,.,-0.3
Cc1cc(OC(=O)N(C)C)nc2c1c(C)nn2C,-2,-7,-5,-3,1.1,7,24,1.5,-2.1
COc1ccc(NC(=O)CN2CC=C(c3ccccc3)CC2)cc1S(=O)(=O)N1CCOCC1,1,-9,1,6,0.8,-1,-7,-0.4,0.8
CCCC(=O)c1c(O)[nH]c(=O)[nH]c1=O,1,-3,0,-1,0.5,-3,-5,-0.6,2.1
CCOP1(=S)Oc2cc3c(cc2C(C(=O)OC)(C(F)(F)F)O1)OCO3 (stereo not drawn),1,-2,0,5,0.8,24,82*,-5.0,1.4
CCOC(=O)c1c(/N=C/c2c(O)n(-c3ccccc3F)c(=S)[nH]c2=O)sc2c1CCCC2,1,2,0,3,1.6,4,12,-16,1.3
CNCCc1c[nH]c2ccccc12,2,-2,-1,4,0.8,-4,-1,0.9,1.4
O=c1[nH]c(=O)n(Cc2ccccc2)c(O)c1C=NCCCn1ccnc1,-1,-6,-1,-2,1.1,17,63,-0.4,0.0
CN(C)CCN=Cc1c(O)n(-c2cccc3ccccc23)c(=O)[nH]c1=O,-1,-6,0,2,0.6,9,28,-1.0,0.7
CC1CN(CCc2ccccc2)CC(C)O1 (stereo not drawn),0,6,-6,-1,-0.3,19,3,-0.8,-1.3
CC1C(C)N1CC(O)Cn1ccnc1[N+](=O)[O-] (stereo not drawn),-5,-13,1,2,0.6,5,0,-0.2,0.8

# Single records, from the list above. Order of values: Wee1 stabilizer, RBBP9 inh, Ba/F3 V617F tox, BaF3 tox, TRPML3 ag, PPC-1+TRAIL kill, CHOP inh, TNF necrop inh, zfTRPN1 agonist
# CN(C)CCN=Cc1c(O)n(-c2cccc3ccccc23)c(=O)[nH]c1=O is listed with -1, -6, 0, 2, 0.6, 9, 28, -1.0, 0.7
# O=c1[nH]c(=O)n(Cc2ccccc2)c(O)c1C=NCCCn1ccnc1 is listed with -1, -6, -1, -2, 1.1, 17, 63, -0.4, 0.0

# (next part)
SMILES,Wee1 stabilizer,RBBP9 inh,Ba/F3 V617F tox,BaF3 tox,TRPML3 ag,PPC-1+TRAIL kill,CHOP inh,TNF necrop inh,zfTRPN1 agonist
O=C1NC(=O)C(C(CC(=O)c2ccccc2)c2ccccc2)C(=O)N1 (stereo not drawn),0,-7,4,3,0.1,13,27,-0.6,-0.2
COc1cccc(N2C(=O)CC(=O)NC2=O)c1,3,-5,6,4,1.1,0,-13,0.4,1.6
O=C1CCCC2C3CCCN4CCCC(CN12)C34 (stereo not drawn),-1,-5,-3,1,1.3,15,-8,-2.5,1.4
COc1ccc(OCC(=O)N2CCN(C(C)C)CC2)cc1,4,-7,-2,3,0.4,9,-7,-0.9,2.7
CC/C(=N\Nc1ccccc1)c1c(O)n(-c2ccccc2)c(=O)[nH]c1=O,2,-6,1,-2,0.7,-3,-7,-0.9,0.7
Cc1c(N=Nc2c(O)[nH]c(=S)[nH]c2=O)c(=O)n(-c2ccccc2)n1C,5,0,2,10,0.6,18,8,0.2,0.8
CSc1nnc(OC(=O)N(C)C)n1-c1ccc(Cl)cc1,-4,-3,-1,8,0.3,5,-1,7.2,0.7
CC[C@]12C=CCN3CCC4(c5cc(Br)c(OC)cc5N(C)C4[C@@](O)(C(=O)OC)[C@@H]1OC(C)=O)C32 (stereo partly drawn),3,-9,4,3,0.3,-12,5,0.7,1.2
Cc1ccc(NC(=O)CN2C(=O)CN=C(c3ccccc3)c3cc(Cl)ccc32)cc1,4,-9,-4,6,0.4,10,107*,0.6,1.3
CCc1ccc(N2C(=O)NC(=O)/C(=C\C=C\c3ccco3)C2=O)cc1,1,-16,-3,-12,4.7,12,108*,-20,6.4
CCCNS(=O)(=O)c1ccc(OCC(=O)N2CCN(C)CC2)cc1,2,-11,2,5,0.5,19,37,-0.7,-0.3
CCCCSP1(=S)NCCCN1,1,-1,-4,-2,0.9,23,10,1.7,0.7
O=C(C(=O)N1CCOCC1)c1cn(Cc2ccccc2)c2ccccc12,-2,-4,-2,3,-0.1,10,-4,0.9,0.7
Cc1ccc(OCC(=O)N2CCN(Cc3ccc([N+](=O)[O-])cc3)CC2)cc1,2,-11,1,-11,2.5,-6,7,-1.6,6.7
CCOP(=O)(OCC)C(NC(=O)c1ccc(OC)cc1)C(Cl)(Cl)Cl (stereo not drawn),1,-6,1,-6,1.4,-4,-10,0.1,0.3
CC12CCC3C(CC=C4CC(O)CCC43C)C1C/C(=C\c1cccc(F)c1)C2=O (stereo not drawn),2,3,-1,7,0.6,7,26,2.9,1.5
C=Cn1ccnc1P(=S)(c1ccc(N(C)C)cc1)c1nccn1C=C,-1,1,0,8,1.2,8,39,-3.6,1.5
O=C1NC(=O)N(CCNc2ncc(C(F)(F)F)cc2Cl)C(=O)C1/C=N/OCc1c(F)cccc1Cl (stereo not drawn),-4,-11,2,4,1.3,0,-14,-1.7,1.1
CCc1ccc(CNCCc2ccccc2F)cc1,1,-2,-1,8,-0.2,16,41,3.5,0.5
COC(=O)[C@@]1(C#N)[C@@H]2C=CC(C(C)=O)=CN2[C@@H](C(N)=O)[C@@H]1c1ccc(F)cc1,2,-2,-5,1,0.9,-3,-10,-2.4,1.6
CCOP(=O)(OCC)C(c1ccccc1)N(C)C=O (stereo not drawn),0,-4,0,1,0.5,20,16,-2.3,0.5
CC(=O)Nc1ccc(C2CN(C)CC2C(=O)c2ccc(Cl)cc2)cc1 (stereo not drawn),2,-4,-2,0,0.8,19,10,3.0,1.0
Cn1c(O)c(C=NCCCC(=O)O)c(=O)n(C)c1=O,1,4,2,4,0.9,-4,-3,0.0,1.6
COc1ccccc1CC1C(=O)C2CCN1CC2 (stereo not drawn),0,7,-1,1,0.8,-1,0,0.3,1.2
CCc1cc(=O)[nH]c(SCCCF)n1,-3,1,-2,-2,0.0,35,10,-0.3,-0.2
CC(O)(CS(=O)(=O)c1ccccc1)C(=O)Nc1ccc(C(F)(F)F)cc1 (stereo not drawn),-1,-5,-3,2,-0.5,19,-6,-0.8,-0.5
C=CCn1c(O)c(/C=N/N2CCCCC2)c(=O)[nH]c1=O,6,-5,0,6,-0.3,4,-14,1.1,2.5
Cc1ccc(CN2CC3CC(C2)c2cccc(=O)n2C3)cc1 (stereo not drawn),0,1,-3,1,0.5,-13,-6,-0.3,0.7
Cc1cc(NC(=O)CCl)no1,-3,-1,-2,-6,0.8,26,-3,0.5,-0.5
CC(Cc1ccccc1)NC(=O)/C=C/C(=O)O (stereo not drawn),-1,-6,-3,1,0.8,12,-5,1.1,-0.1
C/C(=N\NC(=S)Nc1ccccc1)c1c(O)n(C)c(=O)n(C)c1=O,-2,2,1,8,0.3,15,-11,0.6,0.7
CN(Cc1ccccc1)C(=C(Cl)Cl)/C(=C1/NCCN1Cc1ccc(Cl)nc1)[N+](=O)[O-],2,0,-3,3,0.6,19,34,-0.6,-0.9
C=CCn1c(O)c(C(C)=NCCCn2ccnc2)c(=O)[nH]c1=O,-1,-5,0,0,1.2,2,2,2.5,-0.2
CN1CCN(c2nc(Cl)ncc2F)CC1,0,0,1,5,0.3,9,-2,1.1,0.2
Cn1c(O)c(C=NC2CCCCC2)c(=O)[nH]c1=S,-2,-5,1,4,1.0,36,16,0.6,0.5
Cc1cc(=O)[nH]c(CCl)n1,1,-3,-2,-2,-0.2,18,-11,12,0.4
O=c1[nH]c(=O)n(Cc2ccccc2)c(O)c1/C=N/NCCO,2,-12,-1,1,0.7,-15,11,-0.1,1.3
O=C1NC(=O)N(Cc2ccccc2Cl)C(=O)/C1=C/N1CCOCC1,-2,-9,-2,0,0.7,-7,29,-1.2,-0.3

# Filtered by structure: those above containing fluorine (nine)
SMILES,Wee1 stabilizer,RBBP9 inh,Ba/F3 V617F tox,BaF3 tox,TRPML3 ag,PPC-1+TRAIL kill,CHOP inh,TNF necrop inh,zfTRPN1 agonist
CCOP1(=S)Oc2cc3c(cc2C(C(=O)OC)(C(F)(F)F)O1)OCO3 (stereo not drawn),1,-2,0,5,0.8,24,82*,-5.0,1.4
CCOC(=O)c1c(/N=C/c2c(O)n(-c3ccccc3F)c(=S)[nH]c2=O)sc2c1CCCC2,1,2,0,3,1.6,4,12,-16,1.3
CC12CCC3C(CC=C4CC(O)CCC43C)C1C/C(=C\c1cccc(F)c1)C2=O (stereo not drawn),2,3,-1,7,0.6,7,26,2.9,1.5
O=C1NC(=O)N(CCNc2ncc(C(F)(F)F)cc2Cl)C(=O)C1/C=N/OCc1c(F)cccc1Cl (stereo not drawn),-4,-11,2,4,1.3,0,-14,-1.7,1.1
CCc1ccc(CNCCc2ccccc2F)cc1,1,-2,-1,8,-0.2,16,41,3.5,0.5
COC(=O)[C@@]1(C#N)[C@@H]2C=CC(C(C)=O)=CN2[C@@H](C(N)=O)[C@@H]1c1ccc(F)cc1,2,-2,-5,1,0.9,-3,-10,-2.4,1.6
CCc1cc(=O)[nH]c(SCCCF)n1,-3,1,-2,-2,0.0,35,10,-0.3,-0.2
CC(O)(CS(=O)(=O)c1ccccc1)C(=O)Nc1ccc(C(F)(F)F)cc1 (stereo not drawn),-1,-5,-3,2,-0.5,19,-6,-0.8,-0.5
CN1CCN(c2nc(Cl)ncc2F)CC1,0,0,1,5,0.3,9,-2,1.1,0.2
